Assay outcomes deposited in PubChem by The Scripps Research Institute Molecular Screening Center.
IDE cell activ: IDE (human) activation, cell-based; activation, % at 5.96 µM; AID 493087; 340,000 compounds, 0.073% hits; HEK cells, FAbeta-B cleavage, fluorescence polarization; 0% vehicle, 100% cell-free pure enzyme wells; P14735;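 active = activation above the mean of all tested compounds plus 3 SD, set per screening campaign, cut at about 17% in these data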
Target sequence (P14735 whole entry, looked up): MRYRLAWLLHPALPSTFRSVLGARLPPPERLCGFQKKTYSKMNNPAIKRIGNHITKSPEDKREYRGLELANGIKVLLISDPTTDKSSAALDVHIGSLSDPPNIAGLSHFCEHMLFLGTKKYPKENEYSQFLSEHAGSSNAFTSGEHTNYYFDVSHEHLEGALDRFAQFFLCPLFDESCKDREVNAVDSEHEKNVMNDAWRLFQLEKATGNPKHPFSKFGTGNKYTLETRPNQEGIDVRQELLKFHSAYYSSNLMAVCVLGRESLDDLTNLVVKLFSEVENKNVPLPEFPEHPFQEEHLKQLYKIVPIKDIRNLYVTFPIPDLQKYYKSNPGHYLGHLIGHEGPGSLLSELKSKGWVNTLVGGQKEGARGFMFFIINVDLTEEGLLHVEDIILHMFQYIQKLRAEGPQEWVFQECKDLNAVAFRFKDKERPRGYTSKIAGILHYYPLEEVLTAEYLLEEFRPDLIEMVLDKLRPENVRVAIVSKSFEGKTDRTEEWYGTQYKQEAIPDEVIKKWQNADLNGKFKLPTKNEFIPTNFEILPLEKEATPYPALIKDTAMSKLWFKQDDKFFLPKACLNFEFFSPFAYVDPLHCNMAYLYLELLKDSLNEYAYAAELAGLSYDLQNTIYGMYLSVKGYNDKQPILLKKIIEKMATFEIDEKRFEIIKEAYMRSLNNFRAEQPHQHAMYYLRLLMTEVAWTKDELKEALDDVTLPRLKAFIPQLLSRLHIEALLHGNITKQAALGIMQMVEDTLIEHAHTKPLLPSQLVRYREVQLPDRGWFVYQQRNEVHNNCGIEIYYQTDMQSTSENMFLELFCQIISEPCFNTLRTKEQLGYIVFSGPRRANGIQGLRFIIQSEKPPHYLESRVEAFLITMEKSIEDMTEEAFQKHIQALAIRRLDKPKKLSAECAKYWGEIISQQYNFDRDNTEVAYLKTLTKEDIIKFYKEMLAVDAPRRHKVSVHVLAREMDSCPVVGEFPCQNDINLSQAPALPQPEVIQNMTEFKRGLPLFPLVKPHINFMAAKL
* hit, by the source's call. These rows are one share of the data (hit frequency here may not be typical).

SMILES | IDE cell activ
CCN1C(=O)[C@H]2[C@H]3CN=C(SC)N3[C@@](C)(C(=O)OC)[C@H]2C1=O | 1
CC(Sc1ncccn1)C(=O)Nc1ccc2c(c1)OCCO2 (stereo not given) | 3
CCCCN1Cc2ccccc2Oc2cc(Br)ccc2S1(=O)=O | 4
CC1CN(C(C)C)C(=S)N(c2ccccc2)C1=O (stereo not given) | 4
CCOc1ccc(OCCNC(=O)c2cc(C3CC3)nc3c2cnn3C(C)C)cc1 | 1
CCN1C[C@@H]2[C@@H]3C(=O)N(C)C(=O)[C@@H]3[C@](C)(C1=O)N2C(=O)c1ccc(Cl)c(Cl)c1 | -1
CC[C@]12c3[nH]c4ccc(OC)cc4c3CCN1C(=O)C(CC(=O)NCCc1ccccn1)C[C@@H]2C(=O)N1CCN(C(=O)c2ccco2)CC1 (stereo not given in full) | 2
Nc1nc(-c2ccccc2)c(CCCNc2ccccc2)c(=O)[nH]1 | -3
Cc1ccc(S(=O)(=O)N(C)c2ccc(OC(C)C(=O)N(C)c3ccccc3)cc2)cc1 (stereo not given) | -4
O=C(NNc1ccccc1)c1ccccc1 | -5
CC1CN(C(=S)Nc2ccccc2)C(C)CN1C=O (stereo not given) | -2
CC1=CC(c2ccccc2)=NS(=O)(=O)N1 | 3
COc1ccc2[nH]c3c(c2c1)CCN1C(=O)C(CC(=O)NCCc2ccccn2)C[C@H](C(=O)N2CCOCC2)[C@@]31CCC1CCCC1 (stereo not given in full) | 1
O=C(COC(=O)c1ccc2ncsc2c1)Nc1cc(Cl)ccc1F | -1
COc1cc(/C=C/C(=O)OCC(=O)NCCc2ccc(S(N)(=O)=O)cc2)ccc1OCC#N | -2
O=C(NN=Cc1ccc([N+](=O)[O-])cc1)C1CC1 | 0
O=C(NC1CCCCC1)c1csnn1 | -3
COc1ccc(-c2noc(CCC(=O)N3CCN(c4ccccc4Br)CC3)n2)cc1 | -1
CC12CCC(C(NC(=S)NN)C1=O)C2(C)C (stereo not given) | -7
Nc1ccccc1-c1ccc([N+](=O)[O-])cc1 | 4
COc1cc2c(cc1OC)CN(C(=O)CN1C(=O)NC3(CCCCC3C)C1=O)CC2 (stereo not given) | 0
CN(CC(=O)Nc1ccc(F)c(F)c1F)C(=O)c1cc(S(=O)(=O)N(C)C)ccc1N1CCCC1 | -2
COc1cccc(CC(O)CC2c3c(cc4c(c3OC)OCO4)CCN2C)c1 (stereo not given) | 3
COc1ccc(S(=O)(=O)Oc2ccccc2C(N)=O)cc1 | 2
C#CCOCCOCCOCCNc1nc(N2CCOCC2)nc(N2CCN(C(=O)Cn3cc(CCCCN)nn3)CC2)n1 | 0

A draw from above in order of SMILES length, ascending:
SMILES | IDE cell activ
CC1CN(C(=S)Nc2ccccc2)C(C)CN1C=O (stereo not given) | -2
Nc1ccccc1-c1ccc([N+](=O)[O-])cc1 | 4
CCOc1ccc(OCCNC(=O)c2cc(C3CC3)nc3c2cnn3C(C)C)cc1 | 1
COc1cc2c(cc1OC)CN(C(=O)CN1C(=O)NC3(CCCCC3C)C1=O)CC2 (stereo not given) | 0
Cc1ccc(S(=O)(=O)N(C)c2ccc(OC(C)C(=O)N(C)c3ccccc3)cc2)cc1 (stereo not given) | -4
CCN1C(=O)[C@H]2[C@H]3CN=C(SC)N3[C@@](C)(C(=O)OC)[C@H]2C1=O | 1
CCN1C[C@@H]2[C@@H]3C(=O)N(C)C(=O)[C@@H]3[C@](C)(C1=O)N2C(=O)c1ccc(Cl)c(Cl)c1 | -1

Later entries.
SMILES | IDE cell activ
CCOC(=O)/C=c1/s/c(=C/c2ccc3cc(OC)ccc3c2)c(=O)n1CC(=O)NCC1CCCO1 (stereo not given) | 6
COc1ccccc1N(CC(=O)NC1CCCC1)S(=O)(=O)c1cccc(C(F)(F)F)c1 | 5
CSc1ccc(CN(C)C(=O)c2ccc(S(=O)(=O)Nc3c(C)n(C)n(-c4ccccc4)c3=O)cc2)cc1 | 2
O=C(NC(=S)N1CCCCC1CO)c1cc(Br)ccc1Cl (stereo not given) | 1
CCOC(=O)/C=C1\CC(C(=O)OCC)Oc2c(OC)cccc21 (stereo not given) | 2
C=CCN1C=CC(=O)[C@@H](O)[C@H]1c1ccccc1Br | 5
CCC(=O)c1ccc(OC)c(OC)c1OCc1ccccc1 | 3
O=C1C(F)=CC(COC(c2ccccc2)(c2ccccc2)c2ccccc2)OC1n1cc(F)c(=O)[nH]c1=O (stereo not given) | 4
O=c1ncn(C2CCCCC2)c(=O)[nH]1 | 5
O=S(=O)(Cc1ccccc1)N1CCN(Cc2c(F)cccc2Cl)CC1 | -5
COc1ccc(C2c3cc4c(cc3OC(N3CCOCC3)C2C)OCO4)c(OC)c1 (stereo not given) | -6
O=c1[nH]c(C(F)(F)C(F)(F)C(F)(F)F)no1 | 7
O=C(N/N=C/c1cccc(O)c1)c1ccc(-n2cnnn2)cc1 | -2
COc1cc(N)c2ncccc2c1Br | 5
Cc1ccc(S(=O)(=O)N2CCN(CCOc3ccccc3)CC2)cc1 | 3
CCc1ccc(C(=O)CN2C(=O)NC3(CCCCCC3)C2=O)cc1 | 0
CS(=O)(=O)c1ccc2nc(NC(=O)CCNC(=O)c3ccc([N+](=O)[O-])cc3)sc2c1 | 3
O=S(c1ccccc1)c1ccccc1 | 6
CN(C)CCC(C(=O)c1ccccc1)c1ccncc1 (stereo not given) | 0
CN1C(=O)N(CC(=O)N2CCN(c3ncccn3)CC2)C(=O)C12CCCCC2 | -1
O=C(CNC(=O)c1cccc(S(=O)(=O)N2CCc3ccccc32)c1)Nc1ccccc1Br | 0
CCOC(=O)n1cnc2nc(N)nc(SC)c21 | -1
COc1ccc(S(=O)(=O)NC(C(=O)OCC(=O)Nc2ccc(N3CCOCC3)cc2)C(C)C)cc1 (stereo not given) | -3
CC(=O)NC(CC(C)C)C(=O)NC(Cc1ccccc1)C(=O)CCl (stereo not given) | -2
CCOC(=O)CCCCC1C(CCCC(=O)OCC)C=NN1C (stereo not given) | -4

The list goes on, overlapping the part above by 2 compounds.
SMILES | IDE cell activ
CC(=O)NC(CC(C)C)C(=O)NC(Cc1ccccc1)C(=O)CCl (stereo not given) | -2
CCOC(=O)CCCCC1C(CCCC(=O)OCC)C=NN1C (stereo not given) | -4
Cc1cc(=O)c2c(o1)C(=O)c1occc1C2=O | -1
O=C(c1ccccc1)C(CCc1ccccn1)CCc1ccccn1 | 5
Cn1nc(C(=O)NNC(=O)c2ccccc2Br)c2ccccc2c1=O | 3
Cc1cc(N2O[C@]34C=C[C@]25C[C@@H](O)CC[C@]5(C)C3CC[C@]2(C)[C@@H]([C@H](C)/C=C/[C@H](C)C(C)C)CC[C@H]24)no1 (stereo not given in full) | 7
O=C(Cc1ccccc1[N+](=O)[O-])NCC(O)c1ccc2c(c1)OCO2 (stereo not given) | 2
COc1ccc(C(CNc2ccc(S(=O)(=O)N3CCN(C)CC3)cc2[N+](=O)[O-])N(C)C)cc1 (stereo not given) | 8
CN(Cc1cnc2nc(N)nc(N)c2n1)c1ccc(C(=O)NC(CCC(=O)O)C(=O)O)c2ccccc12 (stereo not given) | 5
CC1CC(C)(C)CC2(C1)NC(=O)N(CC(=O)N1CCN(S(=O)(=O)c3cccc(Cl)c3Cl)CC1)C2=O (stereo not given) | -1
CC[C@]12c3[nH]c4cc(-c5ccco5)ccc4c3CCN1C(=O)[C@@H](CC(=O)NCc1ccco1)C[C@@H]2C(=O)N1CCN(C(=O)C2CC2)CC1 | 3
CCN(CC)C(=O)[C@H]1C[C@H](CC(=O)NCC23CC4CC(CC(C4)C2)C3)C(=O)N2CCc3c([nH]c4cc(-c5ccco5)ccc34)[C@]12C | 2
COc1ccc2[nH]c3c(c2c1)CCN1C(=O)C(CC(=O)NC/C=C(\C)CCC=C(C)C)C[C@H](C(=O)N(C(C)C)C(C)C)[C@@]31C (stereo not given in full) | 9
COc1cc2c(cc1OC)CN(C1CCCN(Cc3cccc(C(C)=O)c3)C1)CC2 (stereo not given) | 5
COc1ccc(N(CC(=O)NC2CCS(=O)(=O)C2)S(=O)(=O)c2ccc(Cl)c(Cl)c2)cc1 (stereo not given) | 3
COc1cc(NS(=O)(=O)c2cc(NC(C)=O)ccc2OC)c(OC)cc1NC(=O)c1ccccc1 | 4
CC[C@]12C(=O)N(C)C[C@H]([C@@H]3C(=O)N(C)C(=O)[C@@H]31)N2C(=O)c1ccc(F)cc1 | 0
CN(C)c1ccc(C(O)c2cc3ccccc3s2)cc1 (stereo not given) | 5
CC(C)(C)OC(=O)N(Cc1ccccc1)Cc1ccccc1OCc1ccc(NC(=O)C2CCC2)cc1 | 0
CCN(C(=O)COC(=O)c1cccc(S(=O)(=O)N(C)C)c1)c1c(N)n(Cc2ccccc2)c(=O)[nH]c1=O | 4
CCC1(c2ccccc2)SCC(c2ccccc2)=NC1=O (stereo not given) | -1
COc1ccc(C2/C=C\CN(S(=O)(=O)c3ccc(C)cc3)CC(=O)N2Cc2cccc(F)c2)cc1 (stereo not given) | 5
Cc1cn(CC(=O)NCC(C)c2ccccc2)c(=O)[nH]c1=O (stereo not given) | -4
O=C(CCNC(=O)c1ccc([N+](=O)[O-])cc1)NC1CCCc2ccccc21 (stereo not given) | 8
COC1=CC(=O)OC(c2ccco2)C1 (stereo not given) | 1
COc1ccc2[nH]c3c(c2c1)CCN1C(=O)C(CC(=O)NC(C)(C)C)C[C@H](C(=O)N2CCCCC2)[C@@]31C (stereo not given in full) | 4
Nc1c(N(Cc2ccco2)C(=O)COc2ccc(Cl)cc2)c(=O)[nH]c(=O)n1Cc1ccccc1 | -1
Later entries:
SMILES | IDE cell activ
CCC(=O)c1cc(Br)ccc1OCC(=O)N1CCN(S(=O)(=O)c2ccccc2)CC1 | 1
CCOC(=O)c1sc(N)nc1C(F)(F)F | 0
OCC1OC(c2ccccc2)OC2COC(c3ccccc3)OC12 (stereo not given) | 2
Cc1nn(-c2ccccc2)c(C)c1C(=O)OCC(O)=C(C#N)c1nc2ccccc2[nH]1 | 1
CCOC(=O)CCCCCCCCC(=O)Nc1ccc(-n2[nH]c(=O)cc2C)cc1 | 1
C=CCN(c1ccccc1OC)S(=O)(=O)c1cccc(C(=O)NCC(c2ccc(OC)cc2)N2CCCC2)c1 (stereo not given) | 3
Nc1cc2[nH]c(=O)c3ccccc3c2cc1[N+](=O)[O-] | 0
C[C@]12c3[nH]c4ccc(Cl)cc4c3CCN1C(=O)[C@@H](CC(=O)NCCCn1ccnc1)C[C@@H]2C(=O)N1CCOCC1 | 2
CCOC(=O)C1=CN(Cc2cccc(F)c2)S(=O)(=O)N(CC)C1c1ccc2ccccc2c1 (stereo not given) | 1
O=[N+]([O-])c1cccc(C([O-])=C(C(=S)Nc2cccc3ccccc23)[n+]2ccccc2)c1 | 1
Nc1ccc2nc(N)sc2c1 | 0
CCOc1ccc(NS(=O)(=O)c2ccc(C(=O)N(C)CC(=O)Nc3ccccc3Br)cc2)cc1 | -2
Cc1nc(SCC(=O)N2c3ccccc3NC(=O)CC2C)c2c(C)c(C)sc2n1 (stereo not given) | -1
CC1CCCC=CC2CC(OC(=O)CN(C)C)CC2C(O)C=CC(=O)O1 (stereo not given) | 0
O=C(O)c1ccccc1C=NN=C1c2ccccc2-c2ccccc21 | -4
CCN(C(=O)COC(=O)CNC(=O)c1cccs1)c1c(N)n(Cc2ccccc2)c(=O)[nH]c1=O | 3
CN(Cc1ccccc1F)C(=O)C1CCCN(C(=O)c2ccc(Cl)cc2)C1 (stereo not given) | 2
CCOC(=O)C1CCCN(C(=O)C2CCN(Cc3nc(-c4ccc(Cl)cc4)oc3C)CC2)C1 (stereo not given) | -1
O=P(Cc1ccccc1)(Cc1ccccc1)c1ccccc1 | 6
CC(C)N1CCC(=O)NC1=O | 5
CC1CCCC(NC(=O)CN2C(=O)NC(C)(c3ccccc3)C2=O)C1C (stereo not given) | 4
CN1OC[C@@H]2CN(Cc3cc(Cl)cc(Cl)c3)[C@H](c3cccc(Oc4ccccc4)c3)C[C@@H]21 | 4
O=C(CNC(=O)c1cccc(S(=O)(=O)N2CCc3ccccc32)c1)Nc1ccc(F)c(F)c1F | -1
Cc1cc2ccccc2nc1-c1ccccc1F | 4
NC(=O)C(CCCCN1CCCCC1)(c1ccccc1)c1ccccc1 | 5
Next results follow.
SMILES | IDE cell activ
CCN(CC(=O)NCc1cccs1)C(=O)c1ccc(S(=O)(=O)Nc2ccccc2OC)cc1 | 3
CCCCCCCCNS(=O)(=O)CCNCCCC | 0
Cc1c(C)[n+](=O)c(C)c(C)n1[O-] | 4
COc1ccc(CNCCS(=O)(=O)NC2CCCCC2)cc1 | -1
O=C(c1ccc(S(=O)(=O)NCc2ccco2)cc1)N1CCN(Cc2ccccc2F)CC1 | 1
CO[C@@]12[C@@H]3N[C@@H]3CN1C1=C(C(=O)C(N)=C(C)C1=O)[C@@H]2COC(N)=O | -1
CCC(C)c1ccc(S(=O)(=O)N2CCN(C(=O)c3ccc(Cl)c(S(=O)(=O)N4CCOCC4)c3)CC2)cc1 (stereo not given) | 0
C[C@H]1[C@@H](c2ccccc2)Oc2ccc(Cl)cc2S(=O)(=O)N1Cc1ccc(F)cc1F | 6
Cc1ccc(NC(=O)CN2CCN(C(=O)c3ccco3)CC2)cc1S(=O)(=O)N(C)C | 0
Nc1ccc2c(c1)Cc1cc(N)c(Cl)cc1-2 | 9
COc1cc(NC(=O)COC(=O)c2ccc3ccccc3n2)cc(OC)c1 | 6
CCOC(=O)C1=CN(Cc2ccco2)S(=O)(=O)N(CC)C1c1ccc(F)c(Cl)c1 (stereo not given) | 1
COc1ccc(OC)c(/C=C/c2ccnc3ccccc23)c1 | 0

6 compounds from above, arranged by the number in IDE cell activ, ascending:
SMILES | IDE cell activ
CO[C@@]12[C@@H]3N[C@@H]3CN1C1=C(C(=O)C(N)=C(C)C1=O)[C@@H]2COC(N)=O | -1
CCCCCCCCNS(=O)(=O)CCNCCCC | 0
O=C(c1ccc(S(=O)(=O)NCc2ccco2)cc1)N1CCN(Cc2ccccc2F)CC1 | 1
CCN(CC(=O)NCc1cccs1)C(=O)c1ccc(S(=O)(=O)Nc2ccccc2OC)cc1 | 3
COc1cc(NC(=O)COC(=O)c2ccc3ccccc3n2)cc(OC)c1 | 6
Nc1ccc2c(c1)Cc1cc(N)c(Cl)cc1-2 | 9
